# APJ antag: APJ receptor antagonism; CHO-K1 APJ beta-arrestin complementation, luminescence; P35414; inhibition, % at 20 µM; 0.32% of 330,000 active;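 active means inhibition above about 40% at 20 µM, limit read from the data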;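 further: cells challenged with 10 nM apelin-13 agonist together with compound; plate controls were apelin-13 plus DMSO wells for no effect and DMSO wells lacking apelin-13 for full effect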
# CHOP UPR activ: apoptotic UPR (CHOP) activation; CHO-CHOP luciferase reporter, luminescence; percent of tunicamycin response over DMSO baseline; activation, % at 10 µM; 0.34% of 330,000 active;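 active means at 10 µM dose, activation of 40% or more, normalized to positive control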;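 further: 100% = tunicamycin at 10 µg/mL and 0% = DMSO alone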
#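 Assay system: CHO cells with stable CHOP pathway luciferase reporter; Buffer or medium: F12 plus 10% serum; Times: 16-18 h cell attachment, then 6 h compound exposure, 37 °C; Signal: luciferase luminescence; Read-out basis: percent activation relative to tunicamycin control; Control set: tunicamycin high control, DMSO low control.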
# EBI2 antag: EBI2 (human) antagonism. P32249. EBI2 beta-arrestin recruitment, luminescence, 7a,25-OHC stimulated. inhibition, % at 5 µM. 0.81% of 360,000 active; in the data active means inhibition above about 38%;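 further: enzyme fragment complementation signal reports receptor beta-arrestin coupling in cells; 0% = agonist plus DMSO wells and 100% = wells without agonist; some results beyond the cut were filed as inactive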
# Target sequence (P32249 whole entry, looked up, the tested form may be a part): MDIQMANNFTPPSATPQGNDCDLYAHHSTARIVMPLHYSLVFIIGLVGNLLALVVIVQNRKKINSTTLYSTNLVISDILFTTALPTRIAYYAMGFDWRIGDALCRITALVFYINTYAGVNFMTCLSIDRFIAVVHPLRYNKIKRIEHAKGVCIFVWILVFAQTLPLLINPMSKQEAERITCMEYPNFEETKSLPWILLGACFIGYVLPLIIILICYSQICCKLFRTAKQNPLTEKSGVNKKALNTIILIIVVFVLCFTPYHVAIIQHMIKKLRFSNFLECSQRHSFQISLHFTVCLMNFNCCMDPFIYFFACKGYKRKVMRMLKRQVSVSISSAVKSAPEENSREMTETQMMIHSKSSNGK
# Mdm2 MdmX PPI: inhibitors of human Mdm2/MdmX interaction; inhibition, % at 8 µM; 3% of 330,000 active; SaOS-2 split-luciferase Mdm2/MdmX complementation, luminescence;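 active means inhibition of at least 50% at 8 µM in the primary screen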
# UPR XBP1 act: adaptive UPR (XBP1) activation; CHO-XBP1 luciferase reporter, IRE1-XBP1 UPR activation, luminescence; percent of tunicamycin response, DMSO as zero; 0.33% of 330,000 active; activation, % at 20 µM;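 active means versus positive control, 20 µM dose yields 30% or more activation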;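 further: 100% = tunicamycin at 10 µg/mL and 0% = DMSO only wells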
#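 Material: CHO-XBP1 cells stably carrying IRE1-XBP1-driven luciferase reporter | Medium: F12 with 10% serum | Compound dosing: 20 µM single concentration, DMSO 1% | Incubation: Overnight seeding at 37 °C, 6 h compound treatment at 37 °C | Detection: Steady-Glo luminescence read | Read-out basis: % activation of reporter signal versus tunicamycin and DMSO controls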
# CCR6 antagonist: antagonists of human CCR6 receptor | P51684 | CHO-K1 CCR6 PathHunter beta-arrestin, luminescence, CCL20-stimulated | inhibition, % at 20 µM | 0.49% of 340,000 active;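 active means compounds whose inhibition of the agonist-driven luminescence signal at 20 µM reaches about 50%, limit read from the data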;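 further: cells stimulated with CCL20 at 14 nM final; plate controls were DMSO with CCL20 for no effect and DMSO without agonist for full effect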
# Target sequence (P51684 whole entry, looked up): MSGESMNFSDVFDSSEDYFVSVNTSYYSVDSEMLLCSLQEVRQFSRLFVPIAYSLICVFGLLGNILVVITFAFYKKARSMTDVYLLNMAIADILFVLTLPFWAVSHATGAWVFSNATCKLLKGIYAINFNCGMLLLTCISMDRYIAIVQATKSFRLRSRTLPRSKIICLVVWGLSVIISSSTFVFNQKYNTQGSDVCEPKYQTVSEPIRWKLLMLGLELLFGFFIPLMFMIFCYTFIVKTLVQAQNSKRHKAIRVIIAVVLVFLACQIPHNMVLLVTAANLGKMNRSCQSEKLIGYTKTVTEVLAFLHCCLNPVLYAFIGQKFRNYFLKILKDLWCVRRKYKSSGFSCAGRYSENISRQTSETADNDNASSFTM
# CXCR6 inh: inhibitors of human CXCR6 receptor | O00574 | CHO-K1 PathHunter CXCR6 beta-arrestin, luminescence | inhibition, % at 20 µM | 0.36% of 360,000 active | AID 602244; in the data active means inhibition above about 34%, passing the limit was not always enough;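 further: antagonist mode with CXCL16 agonist at 10 nM final; 0% = 10 nM CXCL16 with DMSO and 100% = unstimulated wells without agonist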
# Target sequence (O00574 whole entry, looked up): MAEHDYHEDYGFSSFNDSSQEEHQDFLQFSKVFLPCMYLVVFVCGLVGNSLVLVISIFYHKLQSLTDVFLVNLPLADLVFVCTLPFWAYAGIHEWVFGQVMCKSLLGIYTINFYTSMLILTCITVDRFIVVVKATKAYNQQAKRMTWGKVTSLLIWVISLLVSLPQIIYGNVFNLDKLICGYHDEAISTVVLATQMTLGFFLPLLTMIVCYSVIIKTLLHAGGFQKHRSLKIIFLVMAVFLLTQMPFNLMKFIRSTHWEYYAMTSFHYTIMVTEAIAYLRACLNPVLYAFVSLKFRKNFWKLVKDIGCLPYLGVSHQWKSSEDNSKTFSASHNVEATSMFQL
# tim23-1 inh: growth inhibitors of tim23-1 mutant yeast. S. cerevisiae tim23-1 growth, BacTiter-Glo luminescence, 24 h. inhibition, % at 20 µM. 1.3% of 330,000 active. AID 463212;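 active means growth inhibition of the mutant yeast at or above 50%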;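 further: temperature-sensitive mutant grown at 25 °C; plate controls were DMSO-treated mutant yeast for no effect and medium wells lacking yeast for full effect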
# APJ agonist: APJ receptor agonism | P35414 | CHO-K1 APJ PathHunter beta-arrestin, luminescence; 0% DMSO wells, 100% apelin | activation, % at 20 µM | 0.11% of 330,000 active;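 active means activation more than six SD over the plate average, tested at 20 µM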;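 further: 0% = DMSO alone and 100% = apelin-13 at 10 nM; some results filed as inactive read as strong as hits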
#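 Incubation: overnight seeding, 90 min compound at 25 °C, 1 h detection; test system: PathHunter CHO-K1 APJ (AGTRL-1) beta-arrestin reporter cells; amount: 1000 cells/well; doses: one dose, 20 µM compound, 1% DMSO; measured by: beta-gal luminescence; measure: agonist-driven arrestin binding to APJ; benchmarks: negative DMSO alone, positive Apelin-13 at 10 nM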
# Active calls of the source: *; x = no result given. The list is partial; rates above refer to the full screens.
SMILES,APJ antag,CHOP UPR activ,EBI2 antag,Mdm2 MdmX PPI,UPR XBP1 act,CCR6 antagonist,CXCR6 inh,tim23-1 inh,APJ agonist
CCCCN(CC)C(=O)CSc1nc2ccccc2c(=O)n1CC1COc2ccccc2O1 (configuration not stated),7.3,2.5,11.2,4.5,-2.0,11.8,11.6,16.0,-3.7
CCN(CC)S(=O)(=O)c1ccc2[nH]c(=O)cc(C(=O)N(C)C3CCS(=O)(=O)C3)c2c1 (configuration not stated),9.3,0.3,3.9,0.1,-0.5,9.1,5.8,7.1,-1.1
CCOC(=O)/C=C1\SCC(=O)N1CC(=O)NCc1ccc(OC)c(OC)c1,-0.5,-1.8,-12.3,-4.8,-4.9,2.4,2.6,12.6,-1.7
O=C(CN1CCCC1)Nc1cccc(Cl)c1,8.0,-2.4,4.2,-14.3,2.1,7.2,-9.5,9.3,-4.1
CCN1CCN(C(=S)Nc2ccc(Cl)cc2Cl)CC1,-0.8,1.2,-5.2,21.6,1.1,-13.6,-0.9,-0.7,-2.7
CCOC(=O)C1(Cc2ccccc2C(F)(F)F)CCN(CC(O)CO)CC1 (configuration not stated),8.2,0.4,-8.3,14.4,2.3,-12.9,-4.1,1.9,-2.5
O=C(CN1CCN(Cc2ccccc2)CC1)c1c[nH]c2ccccc12,16.7,-0.8,-15.0,-1.0,-4.3,9.2,-0.7,8.6,1.5
Fc1ccccc1/C=N/N1CCN(Cc2ccccc2Cl)CC1,-1.1,4.2,12.5,6.4,-2.6,2.0,-3.8,14.7,-2.7
Brc1ccc(N=NNc2ccccc2)cc1,-14.3,3.4,-11.5,-46.6,-0.5,8.9,-1.3,32.6,-5.3
O=C(c1ccccc1)N1CCN(C(=O)N2CCCCC2)CC1,19.6,-0.1,-1.5,18.9,-5.9,10.4,-7.4,-1.2,-0.5
O=C(NCCSc1ccccc1)c1ccc(CN2CCOCC2)cc1,10.1,4.8,3.1,-92.7,3.0,7.7,-9.0,6.8,-4.2
Cn1ncc(Cl)c(Oc2ccc(Cl)cc2)c1=O,-6.3,-2.6,-11.3,-11.2,-0.8,-10.7,-7.6,21.2,-0.8
CCOc1ccc(Cl)cc1S(=O)(=O)n1cnc2cc(C)c(C)cc21,4.5,-1.8,2.2,40.9,0.8,-0.8,0.1,5.1,0.8
COc1cc(/C=C/C(=O)O)cc(S(=O)(=O)NCc2ccc3c(c2)OCO3)c1OC,1.1,-1.2,-4.9,-7.3,1.3,7.1,-0.2,4.7,-4.5
Cc1nn(CC(=O)NC2C(=O)N3C(C(=O)O)=C(CSc4nnnn4C)CSC23)cc1Br (configuration not stated),-11.1,1.7,-3.5,-3.8,-2.2,8.5,10.9,-0.4,-0.2
Cc1cc2c(=O)n(NC(N)=O)c(C)nc2s1,12.5,-1.9,-5.2,3.4,0.5,-7.7,6.0,7.6,-4.3
CCCC(C(=O)Nc1ccc(C)c(S(=O)(=O)N2CCOCC2)c1)c1ccccc1 (configuration not stated),-6.5,1.3,13.4,-9.4,-1.8,17.9,9.0,24.4,-6.4
O=C(CN1CCN(C(=O)C2CCC2)CC1)Nc1ccc(F)cc1,-3.6,-2.8,-9.0,3.8,-2.2,-3.5,-1.9,-2.3,-3.3
O=C(C1CC1)N1CCN(c2nc3ccccc3s2)CC1,0.1,4.2,-4.1,-55.9,2.0,-0.8,-2.5,14.5,3.9
COc1cc(/C=C/C(=O)Nc2cccc(S(=O)(=O)NC3=NCCCCC3)c2)ccc1OCC#N,6.9,0.2,2.9,16.3,-0.7,5.5,5.8,7.6,-1.8
Cc1ccccc1NC(=O)Oc1cccc(OC(=O)c2ccccc2)c1,17.4,2.6,-6.2,28.5,8.2,2.1,7.1,33.1,-5.8
Cc1ccc(C(N)=Nc2ccccc2)cc1,10.4,2.1,-7.4,-12.3,-3.9,5.1,-0.4,-1.6,-1.3
COC(=O)c1ccc(C)c(NC(=O)Cc2ccc([N+](=O)[O-])cc2)c1,-7.7,-0.8,x,8.0,-2.0,x,x,-10.2,-3.6
O=C(CSc1ccc(-c2ccccc2)nn1)c1ccccc1,-7.0,3.4,5.6,-32.8,-1.1,-4.2,0.3,18.0,1.2
CCC(=O)Nc1c2c(nn1-c1ccccc1)CSC2,3.9,4.2,-5.5,24.3,-2.5,7.5,-6.6,14.1,-3.2
Cc1cc(C(c2cc(C)c(N)c(C)c2)c2ccco2)cc(C)c1N,14.8,-0.2,2.6,-5.9,-4.2,-5.6,2.2,24.4,4.0
CCCc1nnc(SCC(=O)Nc2nnc(CC)s2)n1CC1CCCO1 (configuration not stated),14.8,-0.1,10.2,-0.8,-3.3,-5.6,-4.2,3.0,-5.4
Cc1cc(CNC(=O)C(C)n2nc(C)c([N+](=O)[O-])c2C)c2ccccc2n1 (configuration not stated),4.9,-0.7,2.5,1.5,0.5,13.7,6.6,16.0,-3.4
COc1ccc(N/C=C\C(=O)c2ccc3c(c2)OCO3)cc1OC,4.6,7.5,-9.8,34.4,7.6,13.6,-0.5,10.0,-1.3
COc1ccc(-n2nc3c(c2NC(=O)C24CC5CC(CC(C5)C2)C4)CS(=O)C3)cc1 (configuration not stated),4.6,0.5,0.9,-17.2,0.1,1.7,2.1,17.3,-4.0
COc1ccc(NC(=O)CN(c2ccc(F)cc2)S(=O)(=O)c2ccccc2)c(OC)c1,-4.8,3.1,12.9,20.2,1.8,13.8,6.3,36.6,-1.6
COC(=O)c1ccc(Cn2cnc3c(cnn3-c3ccc(C)c(C)c3)c2=O)o1,8.7,-1.5,-9.0,8.9,1.6,7.4,-7.8,18.4,2.8
CCOc1ccc(S(=O)(=O)NCCCn2ccnc2)cc1,4.1,0.0,2.3,1.8,-3.3,6.0,-10.6,7.0,-1.1
C#CCOCCOCCOCCNc1nc(N2CCN(C(=O)[C@H](CCCCN)n3cc([C@@H](N)CO)nn3)CC2)nc(N2CCN(C(=O)[C@H](CCCCN)n3cc([C@@H](N)CC(C)C)nn3)CC2)n1,-3.9,-0.2,-15.2,9.1,-0.3,3.5,6.7,-11.7,-0.4
COc1cc(/C=C/C(=O)c2ccc3c(c2)OCO3)cc(OC)c1OC,-8.5,5.0,17.0,91.2*,-0.8,3.9,5.0,48.4,-1.9
CCC1Oc2ccc(C)cc2N(CC(=O)N(Cc2ccc3c(c2)OCO3)CC2CCCO2)C1=O (configuration not stated),4.4,-0.4,12.8,-9.5,-3.3,-0.5,7.8,25.2,-0.3
COc1ccc(S(=O)(=O)NCC2CC3C=CC2C3)cc1OC (configuration not stated),8.9,1.8,6.4,10.7,-8.1,6.6,1.3,-0.7,-2.2
O=S(=O)(Cc1ccccc1)NCC1CCCN(Cc2ccc3nonc3c2)C1 (configuration not stated),-15.6,-0.3,4.6,12.0,-3.1,-1.5,1.8,3.2,-4.3
CCCc1ccc(C(C)NC(=S)NCc2ccc(F)cc2)cc1 (configuration not stated),12.7,0.2,6.7,12.4,-1.8,19.4,0.9,9.5,16.4
CC1CCN(C(=O)Cn2c(=O)n(CCc3ccccc3)c(=O)c3ccccc32)CC1,6.0,-1.6,11.4,32.4,-0.8,-16.7,-6.6,5.0,1.6
Cc1nn(-c2ccc([N+](=O)[O-])cc2)c2c1C(c1cccc(Br)c1)N1C(=N2)C(=O)Nc2ccccc21 (configuration not stated),12.2,17.1,-9.3,60.4*,1.4,-4.2,18.1,10.9,-2.6
Cc1cccc(OCCCCc2c(C)n[nH]c2C)c1C,-1.5,1.5,-2.9,16.7,-0.1,-3.3,2.4,12.2,-1.5
Cc1ccc2cccc(NC(=S)NC(=O)c3ccnn3C)c2n1,25.7,-1.5,6.8,23.2,0.9,41.2,24.2,38.5,-6.6
Cc1ccc(S(=O)(=O)Nc2ccc(Cl)cn2)cc1,10.6,1.1,8.8,-11.5,-0.9,5.5,4.5,34.4,0.5
O=C(c1ccco1)N1CCN(C(=S)Nc2ccccc2Cl)CC1,6.6,0.9,0.4,19.2,0.9,1.7,8.7,14.1,-4.8
N#CC(C#N)=C/C(C#N)=C(/N)N1CCN(c2ccc(Cl)cc2)CC1,-11.5,3.4,21.2,-7.1,-0.4,-21.1,-10.4,4.3,4.5
COCCN(C(=O)Nc1ccccc1)C(C)c1cccnc1 (configuration not stated),12.3,-0.2,-3.5,2.0,-2.4,8.3,5.8,-0.2,-4.6
FC(F)(F)c1cccc(CNc2ncccc2-c2nc3cc(Cl)ccc3o2)c1,-2.2,-0.9,15.8,-12.7,-1.8,21.0,4.8,4.6,-3.2
Cc1c(NC(=O)C(C)OC(=O)c2cccs2)c(=O)n(-c2ccccc2)n1C (configuration not stated),-1.4,-0.7,-1.8,17.4,-4.6,14.7,1.2,11.2,-2.1
COC(CNC(=O)c1ccc(N2CCc3ccccc32)c([N+](=O)[O-])c1)OC,12.8,2.9,8.1,27.4,-1.4,22.6,13.3,23.0,0.0

# Further results.
SMILES,APJ antag,CHOP UPR activ,EBI2 antag,Mdm2 MdmX PPI,UPR XBP1 act,CCR6 antagonist,CXCR6 inh,tim23-1 inh,APJ agonist
Cn1c(=O)cc(NCCc2ccccc2)[nH]c1=O,6.6,-1.3,16.7,26.3,1.5,7.1,-1.0,0.7,-1.7
CCCc1cc(NCc2ccccn2)n2nc(C)c(-c3ccccc3)c2n1,-1.8,10.2,-5.4,36.9,2.8,44.0,16.1,45.4,-0.2
CCNC(=O)CC1C(=O)N(c2ccccc2)C(=O)N1CCC(C)C (configuration not stated),-5.6,-1.3,-14.0,10.3,-2.0,-18.1,6.9,15.7,3.8
Cc1ccc(NC(=O)C2CCN(C(=O)NC3CCCCC3)CC2)c(C)c1,-0.4,1.0,-5.4,17.6,-1.5,-19.5,-7.7,6.8,-0.9
COc1ccc(C(=O)NC(=S)Nc2ccc(CN3CCOCC3)cc2)cc1Cl,17.5,1.2,8.8,-5.7,-3.6,37.1,11.6,36.8,-1.2
Cn1c(N)c(C(=O)COC(=O)Cc2ccc(Cl)cc2Cl)c(=O)n(C)c1=O,16.1,1.8,4.4,-2.7,-0.4,0.0,2.7,29.4,10.5
O=C(CSc1nc2ncccc2[nH]1)NC1CCCCC1,-17.3,0.4,-0.8,15.0,0.6,-9.4,0.5,11.5,1.4
O=S(=O)(c1ccc(N2CCCC2)nc1)N1CCOCC1,13.9,-1.4,-5.3,12.6,-0.5,0.3,6.5,18.7,-0.2
COc1ccc(CCNC(=O)CSc2nnc(C(C)N(C)C)n2Cc2ccccc2)cc1OC (configuration not stated),-6.8,-0.3,11.8,-2.1,0.6,-4.4,4.6,9.8,-0.5

# High-throughput results deposited in PubChem BioAssay by Sanford-Burnham Center for Chemical Genomics.
